Source: PubChem BioAssay (University of Kansas High Throughput Screening Laboratory)
mHTT-CaM PPI inh: inhibitors of human mutant huntingtin-calmodulin interaction. P42858. AlphaScreen His-mHTT/GST-CaM binding, luminescence. inhibition, % at 15 µM. 190,000 tested, 3.6% active. AID 1671202;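 further: 0% = both proteins with DMSO and 100% = one protein alone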
Target sequence (P42858 whole entry, looked up, stated change not applied): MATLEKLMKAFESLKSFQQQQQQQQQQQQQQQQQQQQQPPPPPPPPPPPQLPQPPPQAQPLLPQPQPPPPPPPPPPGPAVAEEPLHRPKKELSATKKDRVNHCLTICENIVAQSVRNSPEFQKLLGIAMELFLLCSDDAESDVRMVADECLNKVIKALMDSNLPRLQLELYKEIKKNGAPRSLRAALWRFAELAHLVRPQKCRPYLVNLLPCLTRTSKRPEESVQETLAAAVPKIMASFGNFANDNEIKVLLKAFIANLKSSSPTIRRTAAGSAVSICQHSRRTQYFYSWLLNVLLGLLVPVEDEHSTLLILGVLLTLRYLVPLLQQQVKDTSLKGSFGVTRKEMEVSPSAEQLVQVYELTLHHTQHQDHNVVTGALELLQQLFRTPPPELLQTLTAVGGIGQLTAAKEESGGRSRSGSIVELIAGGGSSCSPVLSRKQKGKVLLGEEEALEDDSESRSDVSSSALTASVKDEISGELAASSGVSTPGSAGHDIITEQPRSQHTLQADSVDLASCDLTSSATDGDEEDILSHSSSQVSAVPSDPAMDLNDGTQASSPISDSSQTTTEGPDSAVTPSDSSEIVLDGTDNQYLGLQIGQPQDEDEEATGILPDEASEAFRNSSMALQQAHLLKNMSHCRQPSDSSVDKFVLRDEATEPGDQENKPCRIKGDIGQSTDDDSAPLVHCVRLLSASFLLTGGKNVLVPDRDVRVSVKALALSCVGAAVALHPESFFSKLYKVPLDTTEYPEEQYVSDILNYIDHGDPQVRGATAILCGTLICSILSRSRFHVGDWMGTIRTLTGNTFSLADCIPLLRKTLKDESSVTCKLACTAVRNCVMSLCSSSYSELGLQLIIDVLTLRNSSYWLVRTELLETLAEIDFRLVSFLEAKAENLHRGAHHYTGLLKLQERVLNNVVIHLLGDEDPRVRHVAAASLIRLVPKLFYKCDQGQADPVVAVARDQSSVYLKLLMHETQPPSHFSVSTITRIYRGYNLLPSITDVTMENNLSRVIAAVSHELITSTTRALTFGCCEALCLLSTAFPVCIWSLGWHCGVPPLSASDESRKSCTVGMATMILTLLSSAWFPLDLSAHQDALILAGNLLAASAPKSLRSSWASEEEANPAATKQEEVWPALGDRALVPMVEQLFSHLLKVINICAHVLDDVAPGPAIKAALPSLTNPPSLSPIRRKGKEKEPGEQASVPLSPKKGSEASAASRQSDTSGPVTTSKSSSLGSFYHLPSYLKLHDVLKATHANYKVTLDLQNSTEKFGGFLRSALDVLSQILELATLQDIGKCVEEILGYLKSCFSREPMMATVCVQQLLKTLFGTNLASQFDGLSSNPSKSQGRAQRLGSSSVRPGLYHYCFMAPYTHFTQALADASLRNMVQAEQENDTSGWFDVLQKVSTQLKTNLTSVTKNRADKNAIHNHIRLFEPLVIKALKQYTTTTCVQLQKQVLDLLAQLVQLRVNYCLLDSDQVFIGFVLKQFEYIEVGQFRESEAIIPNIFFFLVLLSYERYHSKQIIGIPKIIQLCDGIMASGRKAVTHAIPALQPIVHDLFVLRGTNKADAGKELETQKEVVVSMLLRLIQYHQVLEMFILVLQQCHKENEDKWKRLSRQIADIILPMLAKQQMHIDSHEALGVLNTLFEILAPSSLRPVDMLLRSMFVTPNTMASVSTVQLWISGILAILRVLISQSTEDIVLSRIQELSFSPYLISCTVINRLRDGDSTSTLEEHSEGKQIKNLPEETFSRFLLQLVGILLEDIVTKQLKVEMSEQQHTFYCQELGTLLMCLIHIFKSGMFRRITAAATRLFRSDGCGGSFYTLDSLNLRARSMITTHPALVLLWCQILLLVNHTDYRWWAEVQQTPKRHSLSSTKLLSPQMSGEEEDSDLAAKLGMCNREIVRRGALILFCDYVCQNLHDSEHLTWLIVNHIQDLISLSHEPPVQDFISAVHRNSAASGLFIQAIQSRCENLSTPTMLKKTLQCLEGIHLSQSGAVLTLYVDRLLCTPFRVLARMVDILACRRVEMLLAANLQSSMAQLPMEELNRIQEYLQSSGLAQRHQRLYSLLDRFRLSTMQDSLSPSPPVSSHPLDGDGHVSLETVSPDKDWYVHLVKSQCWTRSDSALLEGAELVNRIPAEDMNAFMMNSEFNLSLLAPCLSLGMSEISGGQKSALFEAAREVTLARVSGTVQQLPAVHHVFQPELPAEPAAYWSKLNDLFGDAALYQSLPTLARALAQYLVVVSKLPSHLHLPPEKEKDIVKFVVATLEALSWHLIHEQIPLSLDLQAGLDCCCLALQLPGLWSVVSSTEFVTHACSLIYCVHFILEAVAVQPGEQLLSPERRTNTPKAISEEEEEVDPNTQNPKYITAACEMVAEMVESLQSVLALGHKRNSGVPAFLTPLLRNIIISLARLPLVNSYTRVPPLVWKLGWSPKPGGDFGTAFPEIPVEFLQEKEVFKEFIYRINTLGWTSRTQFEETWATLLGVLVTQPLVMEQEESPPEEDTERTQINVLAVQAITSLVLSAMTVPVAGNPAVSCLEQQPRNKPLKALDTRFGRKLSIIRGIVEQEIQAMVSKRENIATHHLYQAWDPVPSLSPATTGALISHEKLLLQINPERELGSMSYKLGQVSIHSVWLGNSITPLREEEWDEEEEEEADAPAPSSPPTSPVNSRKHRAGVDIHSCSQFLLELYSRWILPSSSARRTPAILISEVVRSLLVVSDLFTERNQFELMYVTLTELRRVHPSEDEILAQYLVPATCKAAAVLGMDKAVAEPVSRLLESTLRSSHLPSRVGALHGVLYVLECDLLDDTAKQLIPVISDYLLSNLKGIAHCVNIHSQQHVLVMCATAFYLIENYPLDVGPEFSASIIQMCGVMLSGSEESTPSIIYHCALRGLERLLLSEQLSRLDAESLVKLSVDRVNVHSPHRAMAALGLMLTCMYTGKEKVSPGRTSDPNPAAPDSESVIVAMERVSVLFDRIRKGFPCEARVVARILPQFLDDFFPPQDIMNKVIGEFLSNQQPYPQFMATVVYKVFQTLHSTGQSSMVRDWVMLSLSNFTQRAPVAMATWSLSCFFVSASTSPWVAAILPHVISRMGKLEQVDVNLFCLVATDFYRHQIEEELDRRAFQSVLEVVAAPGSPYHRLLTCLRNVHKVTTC
Pf apPOL inh: Pf-apPOL DNA polymerase inhibition | Recombinant Pf-apPOL, molecular beacon fluorescence, 1.5 h | inhibition, % at 10 µM | 210,000 tested, 0.25% active | AID 1794808
* = called active by the depositor; · = no result given; & = joins results of further samples. No stated cut-off is given here; in the data, active means inhibition above about 50%; inactive means the rest.

SMILES,mHTT-CaM PPI inh,Pf apPOL inh
COc1ccccc1CNC(=O)C(=O)Nc1ccccc1OC,-5.4,-12.0
COc1cc(C(=O)N2CCc3ccccc32)c([N+](=O)[O-])cc1OC,11.4,8.8
O=C(c1ccc(OCC2CCCN(C(=O)c3ccncc3)C2)cc1)N1CCCCC1 (stereo not drawn),5.4,21.0
O=C(c1ccco1)N1CCN(S(=O)(=O)c2ccccc2[N+](=O)[O-])CC1,-3.5,-1.5
COc1ccc(Oc2coc3c(CN4CCCCC4)c(O)ccc3c2=O)cc1,2.0,-1.5
COc1ccc(S(=O)(=O)N2CCOCC2)cc1,0.6,-7.9
COc1ccc(C(=O)Nc2ccc(O)c3c(=O)cc(-c4cccc(Cl)c4)oc23)cc1,9.7,-6.3
O=C(CSc1nc(-c2ccccc2)cc(=O)[nH]1)Nc1cc(Cl)cc(Cl)c1,-1.7,-5.1
COc1ccccc1CNS(=O)(=O)c1cc(C(=O)Nc2ccccc2Cl)ccc1F,1.0,4.3
CC1=C(C(=O)Nc2ccc(C)cn2)C(c2ccc(Cl)cc2)C2=C(CC(C)(C)CC2=O)N1 (stereo not drawn),12.0,-1.4
O=C(COc1ccccc1F)N1CCC(Oc2nc3ccccc3s2)CC1,41.0,-12.8
COCCNc1nc(-c2ccc(C(C)(C)C)cc2)nc2ccccc12,-2.0,-6.1
COc1cccc(Oc2nccnc2N2CCC(C(=O)Nc3cc(F)ccc3C)CC2)c1,0.6,-4.4
Cc1ccn2c(-c3csc(Nc4ncccn4)n3)c(C)nc2c1,0.0,-3.0
O=c1/c(=C/c2ccc(-c3ccc([N+](=O)[O-])cc3)o2)sc2nc3ccccc3n12,10.0,-1.5
O=C(NCC(c1ccc2c(c1)OCO2)N1CCOCC1)C(=O)Nc1ccccc1Cl (stereo not drawn),-14.2,1.8
COc1ccccc1OCC(=O)Nc1nnc(-c2cccc(SC(C)C)c2)o1,36.0,-32.4
N#CC(c1ccc(O)cc1)N1CCOCC1 (stereo not drawn),-4.1,-2.0
CCCCOc1ccc(S(=O)(=O)N2CCOCC2)cc1,-3.3,-3.2
Nc1nc(-c2ccncc2)ncc1S(=O)(=O)Cc1ccco1,·,-2.4
CC(C)(C)C(=O)N1CCN(c2nc3ccc(Cl)cc3s2)CC1,·,-22.8
C=C1c2ccc(C)cc2NC(=O)N1CC,-0.7,0.2
O=C(c1ccnc(N2CCNC(c3ccccc3)C2)c1)N1CCCN(c2ncccn2)CC1 (stereo not drawn),-2.2,0.7
CC1=NN(c2ccc([N+](=O)[O-])cc2)C(c2ccco2)C1 (stereo not drawn),8.0,-2.7
CC=C(C)C(=O)OC1C(OC(=O)C2(C)OC2C)c2cc3ccc(=O)oc3cc2OC1(C)C (stereo not drawn),·,-9.6
CC(=O)OC1COC(c2nc3ccccc3s2)C(OC(C)=O)C1OC(C)=O (stereo not drawn),·,-4.0
COc1ccc(N2C(=O)C3CCCN3C2c2ccc(Cl)cc2)cc1Cl (stereo not drawn),2.4,-2.7
O=C(c1cccc2c1NC(c1ccc(Cl)cc1Cl)C1CC=CC21)N1CCOCC1 (stereo not drawn),16.0,13.4
O=C(c1ccc(OCC2CCCN2C(=O)C2CCCC2)cc1)N1CCOCC1 (stereo not drawn),-6.1,-12.9
Cc1ccsc1C(=O)N1CCCn2cc(-c3cccc(C#N)c3)nc21,22.1,-2.3

An excerpt of these results, with two lines to a compound:
Every second line gives: mHTT-CaM PPI inh, Pf apPOL inh
COc1ccccc1CNS(=O)(=O)c1cc(C(=O)Nc2ccccc2Cl)ccc1F
 : 1.0, 4.3
CC1=C(C(=O)Nc2ccc(C)cn2)C(c2ccc(Cl)cc2)C2=C(CC(C)(C)CC2=O)N1 (stereo not drawn)
 : 12.0, -1.4
O=C(COc1ccccc1F)N1CCC(Oc2nc3ccccc3s2)CC1
 : 41.0, -12.8
COCCNc1nc(-c2ccc(C(C)(C)C)cc2)nc2ccccc12
 : -2.0, -6.1
COc1cccc(Oc2nccnc2N2CCC(C(=O)Nc3cc(F)ccc3C)CC2)c1
 : 0.6, -4.4
Cc1ccn2c(-c3csc(Nc4ncccn4)n3)c(C)nc2c1
 : 0.0, -3.0
O=c1/c(=C/c2ccc(-c3ccc([N+](=O)[O-])cc3)o2)sc2nc3ccccc3n12
 : 10.0, -1.5
O=C(NCC(c1ccc2c(c1)OCO2)N1CCOCC1)C(=O)Nc1ccccc1Cl (stereo not drawn)
 : -14.2, 1.8
COc1ccccc1OCC(=O)Nc1nnc(-c2cccc(SC(C)C)c2)o1
 : 36.0, -32.4
N#CC(c1ccc(O)cc1)N1CCOCC1 (stereo not drawn)
 : -4.1, -2.0
CCCCOc1ccc(S(=O)(=O)N2CCOCC2)cc1
 : -3.3, -3.2
Nc1nc(-c2ccncc2)ncc1S(=O)(=O)Cc1ccco1
 : ·, -2.4
CC(C)(C)C(=O)N1CCN(c2nc3ccc(Cl)cc3s2)CC1
 : ·, -22.8
C=C1c2ccc(C)cc2NC(=O)N1CC
 : -0.7, 0.2
O=C(c1ccnc(N2CCNC(c3ccccc3)C2)c1)N1CCCN(c2ncccn2)CC1 (stereo not drawn)
 : -2.2, 0.7
CC1=NN(c2ccc([N+](=O)[O-])cc2)C(c2ccco2)C1 (stereo not drawn)
 : 8.0, -2.7
CC=C(C)C(=O)OC1C(OC(=O)C2(C)OC2C)c2cc3ccc(=O)oc3cc2OC1(C)C (stereo not drawn)
 : ·, -9.6
CC(=O)OC1COC(c2nc3ccccc3s2)C(OC(C)=O)C1OC(C)=O (stereo not drawn)
 : ·, -4.0

Remaining list, next part.
SMILES,mHTT-CaM PPI inh,Pf apPOL inh
CC(C)C(=O)NCCc1csc(C2CCCN(C(=O)c3cnccn3)C2)n1 (stereo not drawn),-2.4,1.9
CCC(=O)N1CCc2cc(S(=O)(=O)CCC(=O)Nc3cccc(Cl)c3)ccc21,3.0,8.6
Cc1ccc(-c2nc(-c3cccc(-c4ccn[nH]4)c3)no2)cc1,13.2,2.2
Cc1c(Cl)cccc1N1CCC(C(=O)N(C)Cc2ccccc2)C1=O (stereo not drawn),0.2,-3.9
CCN(CC)CCNc1nc2c(c(=O)n(C)c(=O)n2C)n1Cc1ccc(Cl)c(Cl)c1,20.0,-1.2
CC(=O)Nc1ncc(Cc2cc(Cl)ccc2Cl)s1,-2.6,-1.5
N#Cc1sc2nc3c(c(-c4cccs4)c2c1N)CCCC3,-17.0,-3.9
Cc1cc(NC(=O)C(=O)NCCC2=CCCCC2)ccc1Br,-4.1,-4.5
CCN(CC)c1nc(C(N)=O)cc(-c2ccccc2)n1,-37.6,8.3
N#CCN(CC#N)C(=O)c1ccc(Cl)cc1Cl,-10.5,-1.1&-9.6
O=C1c2ccccc2C(=O)N1CCC(=O)N(C1CCCCC1)C1CCCCC1,1.0,-10.6
Cc1ccc2c(Nc3ccc(C)c(Cl)c3)c(C(=O)N3CCOCC3)cnc2n1,2.4,4.3
S=c1[nH]nc(CSCc2cccc3ccccc23)n1C1CCCCC1,·,-11.1
COc1nccnc1N1CCC(NS(=O)(=O)c2ccc(C)cc2)C1 (stereo not drawn),-6.0,-3.8
O=C(O)c1ccccc1N1C(=O)c2cc(Cl)c(Cl)cc2C1=O,4.0,-7.1
Cc1ccc2c(c1)N(CCCC(=O)NC1CCCC(C)C1C)C(=O)CO2 (stereo not drawn),-4.0,-8.3
Cn1c2ccccc2n2nc(CCC(=O)O)c(=O)nc12,-7.0,-2.3
CC(C)NC(=O)C1CC(c2ccc(F)cc2)=NO1 (stereo not drawn),-5.8,-0.7
Cn1c(SCC(=O)Nc2ccc(Cl)c(Cl)c2)nnc1-c1cccnc1,13.0,-3.5
O=C(NCC1CCCO1)c1nn2c(c1Cl)NC(c1ccco1)CC2C(F)(F)F (stereo not drawn),3.0,-3.5
O=C(NC1CC1)c1ccc(OCC2CCCN2C(=O)Cc2ccc(Cl)cc2)cc1 (stereo not drawn),2.7,1.3
CC(C)NC(=O)c1ccc(OCC2CCN(C(=O)Cc3ccc(F)cc3)CC2)cc1,-1.0,-1.8
Nc1ccc(Oc2ccc(N)c(N)c2)cc1,87.6*,-9.5
COc1ccc(NC(=O)COc2ccc(C)cc2Br)cc1OC,25.6,1.1
COc1ccc(C2=CC(c3ccc(Cl)cc3)n3ncnc3N2)cc1OC (stereo not drawn),4.4,-2.9
CCOc1ccccc1NC(=O)N1CC(C)Oc2ccc(Cl)cc21 (stereo not drawn),-12.3,-8.9
CC(C)C[C@@H]1COc2cccc(N3CCC[C@H]3CO)c2S(=O)(=O)N1,3.1,-4.5
COc1ccccc1-n1nc(C(=O)NCc2ccco2)c2ccccc2c1=O,14.0,-5.3
O=C(Nc1sccc1-c1nc2ccccc2s1)c1cccc(N2C(=O)CCC2=O)c1,-23.6,-1.9
CCc1ccc(Oc2nccnc2N2CCC(C(=O)NCCOC)CC2)cc1,5.0,-3.0
Cc1cc(NC(=O)CSc2n[nH]c(C)c2[N+](=O)[O-])no1,6.0,-1.0
CC(C(=O)c1ccc(Cl)cc1Cl)n1c[n+](N)cn1 (stereo not drawn),-3.9,-1.7
CC(C)CN(C(=O)c1ccc(S(=O)(=O)N(C)C)cc1)C1CCS(=O)(=O)C1 (stereo not drawn),-11.0,0.3
CC(C)(C)c1cc(NC(=O)COc2ccccc2F)n(CCO)n1,-10.5,-8.8
COc1ccc(C(=O)N2CCN(c3ccccc3)CC2)nn1,-9.2,13.5
CCOc1cccc(NC(=O)c2ccc(S(=O)(=O)N3CCCC3)cc2)c1,-6.4,-4.2
CCCN(CCC)S(=O)(=O)c1ccc(C(=O)Nc2nnc(-c3ccccc3Cl)o2)cc1,-1.0,-26.9
CN1CCC(c2ccc(Cl)s2)=N1,·,1.7&-12.1
Cc1cc(F)ccc1N1C(=O)CCC1(C)C(=O)NCCCOC(C)C (stereo not drawn),-7.0,0.9
NC(=O)C1CCN(Cn2cnc3ccccc32)CC1,·,1.8&5.9
COCC(=O)Nc1nc(-c2ccc(C)cc2)cs1,-13.3,-7.0
CN(C)/C=C/c1c(C#N)c(=O)ncn1Cc1ccccc1,-2.4,8.0
N#CCCN1CCN(C(=O)c2cccc(N3CCNC(c4ccccc4)C3)n2)CC1 (stereo not drawn),3.1,-3.1
CCCS(=O)(=O)c1c(S(=O)(=O)CCC)c2c(N)cccn2c1C(=O)c1ccccc1,24.0,-9.7
Clc1cncc(Oc2ccc(-n3cccc3)cn2)c1,·,-16.9
O=C1CCC(C(=O)Nc2cccc(O)c2)N1 (stereo not drawn),1.3,-4.7
CC(C)(C)c1ccc(C(=O)NC(=S)NCc2ccco2)cc1,·,-0.6
OCC1CCCCN1Cc1ccco1 (stereo not drawn),-8.6,1.8
O=C(c1ccsc1)N1CCc2c(nc3cc(-c4ccccc4)[nH]n3c2=O)C1,4.0,9.7
CC(C)c1cc(C=O)cc(C(C)C)c1O,-11.4,3.8
O=C(NC1CCCCC1)N1CCC(n2c(-c3cccs3)nc3cccnc32)C1 (stereo not drawn),1.3,-5.2
O=C(Nc1ccc(Br)cn1)c1cc(Br)ccc1Cl,-4.0,-5.0
